Screens from PubChem.
ADAM17 inh: ADAM17 inhibition, QFRET primary screen; recombinant ADAM17, EDANS/DABCYL FRET peptide cleavage; 0.83% of 370,000 active; AID 720648; inhibition, % at 6.95 µM; P78536;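 active means inhibition above the mean of compounds lying between control limits plus 3 SD, set per campaign, cut at about 8.5% in these data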;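 further: 0% = DMSO-only wells as the low control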
Target sequence (P78536 215-824 limits assumed): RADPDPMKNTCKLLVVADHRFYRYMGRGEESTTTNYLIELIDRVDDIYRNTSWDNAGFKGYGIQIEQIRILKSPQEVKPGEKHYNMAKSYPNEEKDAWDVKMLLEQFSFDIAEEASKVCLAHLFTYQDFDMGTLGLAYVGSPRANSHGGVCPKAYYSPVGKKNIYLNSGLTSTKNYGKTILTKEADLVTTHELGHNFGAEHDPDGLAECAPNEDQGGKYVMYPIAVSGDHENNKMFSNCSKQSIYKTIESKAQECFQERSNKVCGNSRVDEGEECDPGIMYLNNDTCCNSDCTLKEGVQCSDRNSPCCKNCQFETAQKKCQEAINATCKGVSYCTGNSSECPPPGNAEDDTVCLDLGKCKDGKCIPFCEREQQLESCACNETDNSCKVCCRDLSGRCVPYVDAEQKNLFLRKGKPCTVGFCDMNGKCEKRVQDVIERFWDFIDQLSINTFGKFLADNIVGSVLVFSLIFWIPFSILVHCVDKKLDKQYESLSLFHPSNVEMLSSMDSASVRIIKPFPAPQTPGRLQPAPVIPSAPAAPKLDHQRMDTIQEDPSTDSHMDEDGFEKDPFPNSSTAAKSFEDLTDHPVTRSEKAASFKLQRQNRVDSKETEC
PLC-gamma1 inh: PLC-gamma1 (human) inhibition, primary screen; inhibition, % at 12.2 µM; purified PLC-gamma1, fluorogenic substrate, fluorescence; 0.84% of 370,000 active; in the data active means inhibition above about 9.5%
TDP2 inh: blocks human TDP2 phosphodiesterase activity; O95551; recombinant TDP2, T5PNP hydrolysis, p-nitrophenol absorbance 415 nm; inhibition, % at 12.8 µM; 0.34% of 370,000 active;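 active means inhibition above the mean of all tested compounds plus 3 SD, set per campaign, cut at about 25% in these data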;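 further: 0% = DMSO with enzyme and 100% = buffer with substrate but no TDP2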
Target sequence (O95551 whole entry, looked up): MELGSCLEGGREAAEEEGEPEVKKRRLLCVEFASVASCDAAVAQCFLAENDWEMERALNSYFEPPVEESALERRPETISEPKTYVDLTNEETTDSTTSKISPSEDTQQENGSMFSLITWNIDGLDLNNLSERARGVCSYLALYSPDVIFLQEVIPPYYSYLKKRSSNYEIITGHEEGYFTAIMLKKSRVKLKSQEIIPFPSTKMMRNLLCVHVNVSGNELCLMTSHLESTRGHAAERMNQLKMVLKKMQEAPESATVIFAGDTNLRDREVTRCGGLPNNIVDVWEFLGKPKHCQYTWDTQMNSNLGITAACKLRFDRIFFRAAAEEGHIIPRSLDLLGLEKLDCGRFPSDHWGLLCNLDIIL
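Test system: human TDP2 enzyme; Input: 120 nM TDP2 per well; Buffer or medium: Mg2+-containing Tris-HCl buffer, pH 7.5; Reagent: 5 mM T5PNP; Dosing: 12.8 µM single point, 1% DMSO; Incubation: reaction 2 h, 37 °C; Detection: p-Nitrophenol epi absorbance; Read-out: % inhibition relative to enzyme-containing and enzyme-free wells; Replicates: single well per compound.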
ADAM10 inh: inhibits human ADAM10; AID 720582; O14672; 0.62% of 370,000 active; inhibition, % at 7 µM; recombinant ADAM10, EDANS/DABCYL FRET peptide cleavage, 3 h;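 active means inhibition above a per-campaign cutoff equal to the mean of compounds falling between control-based bounds plus 3 SD, cut at about 20% in these data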;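 further: 0% = DMSO wells while the 100% control is not disclosed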
DDE Tn6 FP inh: DD(E)-Tn6 binding inhibition, primary FP screen | P02675 | Fibrin DD(E) TRITC-Tn6 fluorescence polarization displacement | inhibition, % at 8.3 µM | 0.21% of 370,000 active;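 active means inhibition above a per-campaign cutoff: mean of compounds within control limits plus 3 SD, cut at about 15% in these data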;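 further: 0% = median of all compound wells on the plate and 100% = blocking peptide control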
LEDGF integ inh: blocks HIV-1 LEDGF/p75-dependent DNA integration | AID 743269 | inhibition, % at 3.7 µM | TR-FRET IN-LEDGF/p75 DNA integration, Eu/Cy5 | 0.64% of 370,000 active;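 active means inhibition above the screen-wide mean plus 3 SD, cut at about 13% in these data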;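 further: signal is the Cy5 over europium emission ratio at 671 and 618 nm; 0% = plate median of compound wells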
ASAP1 GAP inh: ASAP1 ArfGAP inhibition | Q9ULH1 | ASAP1-stimulated ARF1 GTP hydrolysis, GDP FP detection | inhibition, % at 16.5 µM | 0.19% of 360,000 active | AID 624377; in the data active means inhibition above about 25%;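 further: 0% = vehicle with enzyme and substrate and 100% = no enzyme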
KLK7 zymogen act: activates the human kallikrein-7 zymogen; purified proKLK7, EDANS-DABCYL substrate fluorescence; 100% is mature enzyme control, 0% vehicle; activation, % at 7 µM; 0.9% of 370,000 active; AID 652039;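 active means activation above the mean of all tested compounds plus 3 SD, computed per campaign excluding outliers beyond control limits, cut at about 13% in these data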
ARFGAP1 inh: inhibits rat ARF GTPase activating protein 1; Arfgap1-stimulated ARF1 GTP hydrolysis, GDP FP detection; Q62848; 0.26% of 360,000 active; inhibition, % at 16.5 µM;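 active means inhibition above a per-plate limit, mean inhibition of low control wells plus 3 SD, cut at about 25% in these data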;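 further: 0% = DMSO wells with enzyme and 100% = wells lacking Arfgap1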
Target sequence (Q62848 1-136 limits assumed): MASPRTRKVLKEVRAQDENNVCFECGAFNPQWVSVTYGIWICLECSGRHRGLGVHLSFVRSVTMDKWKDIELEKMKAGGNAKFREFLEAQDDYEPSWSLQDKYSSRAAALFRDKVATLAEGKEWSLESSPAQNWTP
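Material: rat Arfgap1 GAP domain (His6, aa 1-136), purified enzyme. Also added: human ARF1(Δ1-17)-GTP substrate. Compound dosing: 16.5 µM single point, 1.26% DMSO. Timing: enzyme reaction 120 min at 25 °C after 20 min preincubation. Signal: GDP detection by fluorescence polarization. Read-out basis: percent inhibition of GAP-stimulated GDP formation, scaled between DMSO and no-Arfgap1 medians.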
DDE Tn7 FP inh: disrupts Tn7 cyclic peptide binding to fibrin D-Dimer-E complex. FP displacement of FITC-Tn7 peptide from fibrin DD(E); 0% = median of compound wells per plate. inhibition, % at 8.3 µM. 0.13% of 370,000 active. AID 720508;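 active means inhibition above the mean of compounds falling within the control limits plus 3 SD of them, cut at about 14% in these data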;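 further: 0% = plate median of compound wells and 100% = 10 µM Aha-Tn7 peptide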
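System: human fibrin DD(E); quantity: Fibrin-DD(E) at 2 µM final; also added: fluorescent Tn7 probe at 0.1 µM; compound dosing: single nominal test concentration of 8.3 µM per compound; schedule: 10 min preincubation, 3 h with tracer, room temperature; detection: fluorescence polarization of the labelled Tn7 tracer; repeats: one replicate per compound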
* marks the source's active call; other numbers are inactive results; i = inactive.

Every second line gives: ADAM17 inh | PLC-gamma1 inh | TDP2 inh | ADAM10 inh | DDE Tn6 FP inh | LEDGF integ inh | ASAP1 GAP inh | KLK7 zymogen act | ARFGAP1 inh | DDE Tn7 FP inh
1. Cc1c(N2C(=O)CS/C2=N\N=C\c2ccc(Cl)cc2)c(=O)n(-c2ccccc2)n1C
  -1.3 | -1.5 | 1.5 | 0.2 | 6.0 | -2.0 | 9.3 | 0.2 | 7.8 | 1.6
2. COc1ccc(CNC2C[C@H]3CCCC(=O)N4CC[C@@H](C2)[C@@H]34)cc1 (some centres undefined)
  -6.7 | -1.3 | -1.8 | -11.3 | -2.8 | -0.3 | -10.5 | -0.5 | 5.7 | -0.1
3. O=C(COC(=O)/C=C/c1ccccc1)NC1CCS(=O)(=O)C1 (centres undefined)
  -2.1 | 0.1 | -8.0 | -5.3 | 7.6 | 2.7 | -4.4 | 0.7 | 7.7 | -5.4
4. Cc1ccc(C(=O)NN(CCC#N)C2=NS(=O)(=O)c3ccccc32)cc1
  -3.3 | -0.1 | -5.7 | -2.0 | 6.0 | -2.5 | 3.7 | 0.1 | 13.9 | 4.8
5. COc1ccc(CN2CCC2(C)C(=O)NCCNC(C)=O)c2ccccc12 (centres undefined)
  -1.8 | 2.4 | -9.2 | -4.6 | 9.1 | 2.0 | -9.3 | -0.2 | -4.2 | -0.9
6. CC(=O)c1cccc(NC(=O)C(C)OC(=O)c2cccc(-n3cnnn3)c2)c1 (centres undefined)
  -9.5 | -1.4 | -10.9 | -1.1 | -5.7 | -1.7 | -23.1 | 0.1 | -1.0 | 4.6
7. COc1cccc(Cn2c(NCc3cccnc3)nc3c2c(=O)n(C)c(=O)n3C)c1
  -1.4 | 2.9 | 8.7 | -4.2 | -0.8 | -0.1 | -16.6 | -0.3 | 4.2 | 2.5
8. Cc1ccc(NC(=O)Nc2ccon2)cc1Cl
  -3.3 | 2.7 | 11.5 | 6.2 | 2.8 | -0.4 | -11.3 | -0.2 | 8.1 | 2.0
9. Cc1nc(SCC(=O)c2ccccc2)n[nH]1
  -2.9 | 2.3 | -3.7 | 1.3 | -3.3 | 0.8 | 2.6 | 1.1 | 8.1 | 6.0
10. N#CC(=C(O)COC(=O)CCC1CCCCC1)c1nc2ccccc2[nH]1
  -1.8 | -11.8 | -0.6 | -3.8 | -3.0 | 2.6 | -4.4 | -0.5 | 0.3 | -2.7
11. Cc1ccc2c(c1)C(=O)C(=O)N2CCOc1ccccc1
  -5.7 | -0.4 | -16.7 | -7.5 | 3.3 | 2.2 | 2.3 | 0.4 | -2.4 | -2.1
12. CC(C)(C)c1csc(N(CCC#N)CCC#N)n1
  -5.9 | 0.4 | -3.3 | -4.5 | -14.8 | 8.8 | 8.2 | 0.0 | 5.1 | -1.3
13. O=C(COC(=O)c1ccccn1)c1ccc(Br)cc1
  -1.9 | 3.2 | 3.6 | -1.6 | 6.8 | 3.9 | -5.1 | 0.6 | 3.3 | -6.4
14. CCCn1c(SCC(=O)N2CCCC(C)C2)nnc1-c1cccnc1 (centres undefined)
  1.1 | 2.0 | -8.1 | -6.7 | -3.7 | -0.3 | 9.3 | -0.3 | -4.6 | -0.2
15. O=C(NCCc1ccccc1)C(c1ccccc1)N(C(=O)c1csnn1)C1CC1 (centres undefined)
  2.7 | -1.4 | -1.2 | 3.7 | 2.4 | 1.3 | -6.0 | -0.2 | 1.4 | -0.9
16. CCCCCNC(=O)c1cccnc1SCC(=O)Nc1ccccc1OC
  -1.3 | 1.1 | 2.4 | 2.4 | 1.2 | -0.5 | 0.9 | -0.9 | 2.4 | 8.8
17. Cn1cc(Br)c(C(=O)N2CCCCCC2)n1
  -6.5 | 0.3 | 11.4 | -2.4 | -3.4 | -2.2 | -0.7 | 0.0 | 1.3 | -1.5
18. Cc1nc2c(C)cccn2c1/C(O)=C1\C(=O)C(=O)N(CCN2CCOCC2)C1c1ccncc1 (centres undefined)
  -2.9 | -1.9 | 4.6 | -2.1 | -2.4 | -2.4 | -10.3 | -0.3 | -2.9 | 4.6
19. CCC1NC(=O)c2cc3ccccc3cc2-n2c1nc1ccc(OC)cc1c2=O (centres undefined)
  -3.8 | -3.2 | 3.7 | -20.0 | -0.7 | -4.7 | 7.3 | 0.2 | 15.9 | 5.0
20. O=c1cc(CN2CCN(Cc3ccccc3)CC2)c2cc(O)ccc2o1
  -1.3 | -6.4 | 4.7 | 0.2 | 12.1 | -0.5 | -4.0 | -0.5 | 13.2 | 3.4
21. COc1cc(C)c2c(c1OC)C(=O)CC2
  -19.8 | -146.3 | -2.4 | -88.9 | -3.5 | 3.7 | -13.1 | 4.4 | -0.3 | -4.7
22. COc1ccc(CNC(=S)N/N=C/c2ccncc2)cc1
  -2.8 | 3.2 | 2.7 | -0.7 | -2.8 | 1.2 | -4.0 | 0.0 | 6.5 | -1.2
23. CN(C)CC(O)c1ccc(C=Cc2ccc(Cl)cc2)cc1 (centres undefined)
  -13.3 | -16.5 | 11.3 | -37.8 | -4.5 | 3.2 | -9.2 | -2.1 | -0.3 | 0.1
24. O=c1c(Cl)c(Cl)cnn1Cc1ccccc1Cl
  1.4 | 3.0 | 9.0 | -0.3 | -8.7 | -0.8 | 8.2 | -0.8 | 1.4 | -1.5
25. CCOc1ccc(CNc2ncc(-c3ccccc3)n2C)cc1
  0.4 | 1.3 | -1.1 | -0.9 | 6.3 | 3.7 | -10.8 | -0.6 | 10.6 | 2.8
26. CC(C)CCNc1nc(-c2ccco2)c2c(c1C#N)CCCC2
  -66.5 | -94.7 | 1.8 | -208.9 | 2.9 | 4.8 | 7.0 | 2.5 | -3.8 | 1.6
27. Cc1ccc(Cl)cc1N1CCN(C(=O)c2cc3c(=O)[nH]c4ccccc4c3n2C)CC1
  -1.3 | 5.3 | 3.8 | 2.5 | -6.6 | 0.8 | 8.8 | 0.2 | -1.2 | -7.8
28. Cc1ccc(S(=O)(=O)c2nnn3c2nc(NCCCN2CCCC2=O)c2ccccc23)cc1C
  -11.7 | -9.8 | 9.1 | -28.6 | -2.0 | -3.6 | -0.2 | 0.0 | 8.8 | 1.4
29. CC(=O)Nc1cc(Br)ccc1O
  -2.9 | -0.1 | 1.8 | 9.0 | -5.5 | 1.8 | -1.4 | 0.4 | 4.1 | -3.4
30. CCOC(=O)N1CCN(S(=O)(=O)N(C)C)CC1
  -6.0 | 0.1 | 10.4 | 4.8 | -4.2 | 0.0 | 13.0 | 0.7 | -1.2 | 8.3
31. CCOc1ccc2[nH]c3c(N4CCN(C(=O)c5ccco5)CC4)ncnc3c2c1
  -111.6 | -421.2 | -7.9 | -459.2 | -11.8 | -3.8 | -7.0 | -6.5 | 5.0 | 1.3
32. CCOC(=O)c1ccc(NC(=O)Nc2nncs2)cc1
  -1.8 | 3.6 | 4.3 | -7.8 | -8.7 | -0.6 | -6.7 | -0.6 | -4.7 | -6.2
33. O=C(CSc1nn(-c2ccc(F)cc2)c(=S)s1)NC(=O)NCc1ccco1
  -1.9 | 0.4 | 5.5 | 5.7 | -1.7 | 0.3 | -0.7 | 0.0 | 19.1 | 0.4
34. COc1ccc(C(=O)c2ccc(OC)c(OC)c2OC)cc1
  -3.0 | -1.9 | 3.7 | -6.1 | -5.2 | 4.0 | 0.1 | -0.7 | 2.4 | 2.6
35. Cc1ccc(-c2ocnc2C(=O)Nc2nc(C)cs2)cc1
  1.8 | -6.2 | 1.0 | 0.2 | 6.3 | 4.0 | 7.6 | -0.1 | -1.0 | 0.6
36. O=S(=O)(O)c1cccnc1SCc1ccccc1
  -1.3 | -0.1 | 2.2 | -4.4 | 0.1 | 2.4 | -6.4 | 0.4 | 3.8 | 4.3
37. CC(=O)Nc1cc(-c2ccc(N)cc2)cn2c(-c3cccc(C(F)(F)F)c3)cnc12
  -4.3 | -89.4 | -0.2 | -15.8 | 5.1 | -1.6 | 0.3 | 0.0 | 2.4 | 2.7
38. O=C(O)[C@H]1Cc2ccccc2CN1S(=O)(=O)c1ccc(F)cc1
  -2.0 | 0.8 | 10.0 | -8.4 | -5.4 | -2.7 | -5.3 | 0.1 | 2.5 | 0.6
39. O=C(NCc1cccc(F)c1)c1noc2c1CCCC2
  0.0 | -1.0 | 3.4 | -5.3 | 1.6 | -1.4 | 2.7 | 0.2 | 3.4 | -3.6
40. CCOc1ccc2nc(NC(=O)C3CCCN(S(=O)(=O)c4cccc5nonc45)C3)sc2c1 (centres undefined)
  -3.1 | 0.0 | 4.2 | 2.9 | -1.8 | 1.3 | -3.0 | 0.0 | 1.9 | 5.0

Entries of single compounds from above. Order of screens: ADAM17 inh | PLC-gamma1 inh | TDP2 inh | ADAM10 inh | DDE Tn6 FP inh | LEDGF integ inh | ASAP1 GAP inh | KLK7 zymogen act | ARFGAP1 inh | DDE Tn7 FP inh
COc1ccc(C(=O)c2ccc(OC)c(OC)c2OC)cc1 is entered as -3.0 | -1.9 | 3.7 | -6.1 | -5.2 | 4.0 | 0.1 | -0.7 | 2.4 | 2.6
O=C(COC(=O)/C=C/c1ccccc1)NC1CCS(=O)(=O)C1 (centres undefined) is entered as -2.1 | 0.1 | -8.0 | -5.3 | 7.6 | 2.7 | -4.4 | 0.7 | 7.7 | -5.4

The results go on:
Every second line gives: ADAM17 inh | PLC-gamma1 inh | TDP2 inh | ADAM10 inh | DDE Tn6 FP inh | LEDGF integ inh | ASAP1 GAP inh | KLK7 zymogen act | ARFGAP1 inh | DDE Tn7 FP inh
41. Cc1cc2occ(CC(=O)OCC(=O)Nc3sc4c(c3C#N)CCC(C)C4)c2cc1C (centres undefined)
  1.4 | 3.0 | 7.0 | 1.1 | 6.9 | 1.8 | -7.3 | -0.3 | -5.3 | -1.1
42. Cc1ccc(N(C)c2nc(N)nc(N)c2N=O)cc1
  -5.8 | i | 7.6 | -25.2 | 57.5* | 14.4* | -13.2 | 43.9* | -0.6 | -8.2
43. CCN1CCN(C(=S)Nc2ccccc2Cl)CC1
  -3.1 | -0.6 | 1.6 | 11.7 | -1.7 | -1.0 | -4.7 | -0.1 | 9.0 | 7.0
44. CCc1cc(Br)ccc1NC(=S)NCCc1ccccc1
  4.1 | 1.3 | 9.7 | -0.3 | 0.6 | 1.1 | 5.5 | 0.1 | 1.2 | -3.9
45. Cc1c(NC(=O)c2cnc(Cl)c(Cl)c2)c(=O)n(-c2ccccc2)n1C
  -1.5 | 0.7 | 10.7 | 0.2 | 1.3 | -2.4 | 10.2 | 0.3 | 7.7 | -0.5
46. CC/C(C)=N/N1C(=O)c2ccccc2NC1(C)CC (centres undefined)
  -171.6 | -193.7 | 4.2 | i | 8.7 | -2.4 | -8.5 | 19.0* | 1.6 | 5.6
